# Assay outcomes (PubChem BioAssay)
# DSG3 Ab inh: inhibitors of pemphigus antibody binding to DSG3, primary screen, biochemical, bead-based, flow cytometry, scFv-GFP; Desmoglein-3 (Homo sapiens), P32926; DSG3-coupled beads, scFv-anti-DSG3-GFP binding; hits give low values; binding (percent of control), % at 10 µM; hit rate 0.48% among 310,000; AID 588358, 2011;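 active means binding more than 3 SD below its plate's average and above zero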;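 further: hits lower antibody fragment binding to DSG3; some compounds called inactive have numbers as strong as hits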
# AddAB inh: growth inhibition of E. coli expressing H. pylori AddAB, primary screen, AddAB inhibitor project, absorbance; inhibition, % at 11.9 µM; hit rate 0.29% among 330,000; in the data active means inhibition above about 12%;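 further: 0% = vehicle wells of infected cells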
# Arrestin-AP2 inh: inhibitors of beta-arrestin/AP2 binding, primary screen, biochemical, GPCR trafficking, flow cytometry; beta-arrestin 1 C-terminal peptide binding to AP2 beta2-adaptin appendage (human); FITC-arrestin peptide / GST-AP2 beads; AP2 beta2 appendage carries R879A mutation; inhibition, % at 10 µM; hit rate 0.31% among 340,000;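 active means inhibition above a set limit, near 3 SD of compounds lacking own fluorescence, cut at about 54% in these data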;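 further: plate controls were DMSO wells for no effect and 5 µM unlabelled arrestin peptide for full effect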
#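 Material – AP2 appendage R879A on GSH beads · Buffer or medium – PBS with 0.05% Tween 20 and 0.1% BSA · Probe or stimulus – fluorescein-tagged arrestin peptide at 50 nM final · Incubation – compound with beads 12 min RT, then probe 1 h RT · Detection – high-throughput flow cytometry of beads, ex 488, em 535 nm · Evaluation – percent response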
# PKA-R1A act: activators of PKA-R1A holoenzyme, primary screen, biochemical, fluorescence polarization, Cy5-IP20, bovine R1A, mouse PKAc; PKA-R1A dissociation; scaled: DMSO 0%, 113 µM cGMP 100%; activation, % at 11.4 µM; hit rate 0.083% among 340,000; AID 504707, 2011;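 active means percent activation above the mean of all tested compounds plus 3 SD, cut at about 19% in these data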;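 further: higher means more PKAc released from R1A so a rise in polarization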
# OPRM1-OPRD1 inv: inverse agonists of MOR-DOR heterodimerization, primary screen, cell-based, luminescence; cell-based MOR-DOR heterodimer luminescence, inverse agonism; inhibition, % at 9.3 µM; hit rate 0.21% among 340,000; in the data active means inhibition above about 22%, passing the limit was not always enough;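 further: 0% = cells with DMSO and 100% = wells without cells with DMSO; values of inactives mirror those of a sister screen read the other way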
# Target sequence (P35372 whole entry, looked up): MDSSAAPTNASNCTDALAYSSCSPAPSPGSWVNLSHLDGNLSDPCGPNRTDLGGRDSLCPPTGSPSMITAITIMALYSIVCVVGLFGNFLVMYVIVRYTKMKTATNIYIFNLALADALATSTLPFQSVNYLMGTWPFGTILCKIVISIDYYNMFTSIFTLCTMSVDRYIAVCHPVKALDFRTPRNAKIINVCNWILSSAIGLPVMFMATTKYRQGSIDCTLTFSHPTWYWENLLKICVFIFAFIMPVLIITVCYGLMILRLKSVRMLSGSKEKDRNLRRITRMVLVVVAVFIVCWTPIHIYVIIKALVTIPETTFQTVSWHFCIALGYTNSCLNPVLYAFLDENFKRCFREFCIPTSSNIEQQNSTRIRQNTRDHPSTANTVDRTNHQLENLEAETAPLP
# Target sequence (P41143 whole entry, looked up): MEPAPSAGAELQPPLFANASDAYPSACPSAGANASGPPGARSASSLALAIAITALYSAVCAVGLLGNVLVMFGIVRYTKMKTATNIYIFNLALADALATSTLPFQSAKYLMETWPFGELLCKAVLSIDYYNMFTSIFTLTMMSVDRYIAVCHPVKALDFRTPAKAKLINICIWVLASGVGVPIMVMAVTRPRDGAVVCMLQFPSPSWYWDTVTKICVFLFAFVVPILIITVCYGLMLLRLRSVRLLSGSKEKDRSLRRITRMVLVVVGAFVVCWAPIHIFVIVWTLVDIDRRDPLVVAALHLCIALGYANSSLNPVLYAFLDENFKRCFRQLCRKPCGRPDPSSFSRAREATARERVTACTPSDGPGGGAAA
# Tat export inh: E. coli Tat export inhibitors, primary screen, MC4100, TorA-mCherry reporter, fluorescence, single point. AID 488895, 2010. hit rate 0.036% among 340,000. inhibition, % at 10 µM;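 active means mean replicate inhibition at least 50% and at least half of replicates individually reaching 50%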;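 further: exported cargo escapes ClpAP degradation while cytoplasmic cargo is degraded and loses fluorescence; 0% = median of neutral control wells and 100% = median of NaSCN control wells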
# MOR-DOR ag: agonists of OPRM1-OPRD1 heterodimerization, primary screen, cell-based, luminescence; hit rate 0.3% among 340,000; activation, % at 9.3 µM; AID 504326, 2011; Mu-type opioid receptor (Homo sapiens) + Delta-type opioid receptor (Homo sapiens), …; cells; in the data active means activation above about 18%;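 further: 0% = vehicle-treated cells and 100% = reference agonist; values of inactives mirror those of a sister screen read the other way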
# E coli growth: E. coli V3065 growth inhibition, primary screen, counter-screen for AddAB inhibitor project, absorbance, OD600; 18 h; inhibition, % at 11.9 µM; hit rate 0.27% among 330,000; AID 449728, 2010;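 active means inhibition above the campaign's mean inhibition across all tested compounds plus 3 SD, cut at about 9.9% in these data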;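 further: uninfected addAB+ strain grown without phage in ampicillin broth; 0% = DMSO wells and 100% = ciprofloxacin 0.95 µg/ml wells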
# PfHsp90 set2: growth inhibition of PfHsp90-expressing yeast, primary screen, antimalarial PfHsp90 inhibitor project, S. cerevisiae, BacTiter-Glo luminescence, single point, set 2 | BacTiter-Glo ATP, 48 h; yeast lacking PDR1 and PDR3 efflux regulators | inhibition, % at 9.4 µM | hit rate 0.32% among 310,000;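 active means every replicate shows inhibition above about 80%, whatever the replicate mean, limit read from the data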;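 further: 0% = DMSO neutral controls and 100% = 20 µM radicicol positive controls; yeast relying on Plasmodium falciparum Hsp90 in place of its own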
# SUMO Mot1 rescue: yeast Mot1-301 growth rescue at high temperature, primary screen, SUMOylation pathway inhibitor project, S. cerevisiae, ATP luminescence, 38.5C; S. cerevisiae Mot1-301 growth rescue; percent above DMSO median, 100 means doubled; growth rescue, % at 18.8 µM; hit rate 1% among 320,000;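 active means every valid replicate shows activation above 250% relative to neutral control wells; inactive means the rest, any valid replicate at or below 250%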;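 further: OY570 slx delta 5 strain wells were the positive control but not used for scaling; some compounds called inactive have numbers as strong as hits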
# phage Ecoli inh: growth loss of phage-infected E. coli, primary screen, RecBCD inhibitor project, absorbance, with phage, HTS | inhibition, % at 11.9 µM | hit rate 0.26% among 360,000 | AID 651602, 2012; in the data active means inhibition above about 11%
# Active calls of the source: *; i = inactive; · = not tested or not shown.
SMILES,DSG3 Ab inh,AddAB inh,Arrestin-AP2 inh,PKA-R1A act,OPRM1-OPRD1 inv,Tat export inh,MOR-DOR ag,E coli growth,PfHsp90 set2,SUMO Mot1 rescue,phage Ecoli inh
Cn1c(CN2CCCC2)nc2cc(NC(=O)c3cccs3)ccc21,106.0,3.8,23.7,1.4,2.2,2.2,-0.4,-0.5,-1.2,2.0,2.2
Cc1ccc(CC(=O)Nc2nc3ccccc3[nH]2)cc1C,94.0,-0.6,1.3,3.1,-3.9,0.3,0.7,-5.8,-11.7,-11.4,-0.2
Cc1cc(=O)oc2cc(OCC(=O)OCC(=O)NCc3ccc4c(c3)OCO4)ccc12,101.3,0.2,0.1,0.8,19.0,2.6,-3.0,-2.7,-13.3,i,4.0
c1ccc(CN2CCN(c3ncnc4nc[nH]c34)CC2)cc1,99.1,1.4,9.3,-8.0,10.2,-5.8,-1.7,0.4,7.3,108.0,2.5
CN(c1ccc(OCC(=O)NC2=NCCS2)cc1)S(=O)(=O)c1ccc(F)cc1,86.7,2.1,-10.5,-16.9,17.8,0.7,-3.3,2.5,19.6,8.5,1.1
CC(=O)C1=C(C)Nc2cc(C(F)(F)F)ccc2S1,112.9,2.5,22.1,-1.8,3.2,-4.0,-0.7,-0.7,4.5,13.2,0.2
O=C(C=C=Nc1ccccc1)C(=O)N=C=Cc1ccccc1,76.5,1.3,6.4,-3.9,5.0,1.1,-0.9,-1.4,-41.0,299.0,-0.4
CCn1c2ccccc2c2cc(NC(=O)CNCc3ccccc3OC)ccc21,116.0,1.5,0.1,-6.9,-35.6,16.1,6.7,0.4,29.1,-22.0,0.0
O=C(Nc1ccc(CN2CCCCC2)cc1)Nc1ccccc1Cl,85.7,2.8,1.5,-5.8,-2.4,-5.4,0.4,-1.7,-2.2,-11.1,5.3
Cc1ccc(CNC(=O)c2cc(-c3ccccc3C)nn2CC2CC(c3cccnc3)=NO2)cc1 (centres undefined),99.9,2.5,-10.0,2.6,10.1,14.4,-1.8,1.2,20.6,5.9,3.0
COc1ccc(N2CCN(C(=O)c3c(C)nn(-c4ccccc4)c3C)CC2)cc1,129.2,0.9,-13.9,-2.5,5.8,-4.5,-1.1,-1.6,5.0,87.4,1.6
COc1ccc(NC(=O)CSCc2cc(=O)n3nc(C4CC4)sc3n2)cc1,99.8,3.6,-2.3,-6.6,16.6,1.1,-3.3,0.1,-8.9,-1.2,3.5
CN(CCc1ccccc1)C(=O)c1ccc(NC(=O)Cc2cccc(NC(=O)C3CCN(S(=O)(=O)c4cccc([N+](=O)[O-])c4)CC3)c2)cc1,102.2,·,2.1,4.8,-25.7,-3.7,5.5,·,-5.8,·,0.9
O=S(=O)(c1ccc(F)cc1)N1CCN(C(=S)NC2CCCC2)CC1,·,3.2,0.4,-1.4,13.9,2.4,-2.7,1.3,2.7,-18.2,0.2
CS(=O)(=O)n1nc(OC(=O)c2cccs2)cc1N,106.2,1.6,7.7,0.5,5.8,-10.7,-1.0,-1.4,0.7,-3.0,0.3
CCCCOc1ccc(C(=O)NCCc2cccs2)cc1,112.5,0.7,-16.7,-3.3,-0.2,-1.9,0.1,2.3,·,22.9,·
COc1cc(NS(=O)(=O)c2ccc3ccccc3c2)c2ncccc2c1,·,-2.4,5.3,0.1,38.6*,-0.6,-6.8,-3.9,-40.8,-6.2,-2.8
O=C(CN(Cc1ccco1)C(=O)CNS(=O)(=O)c1ccccc1)NCc1ccc(F)cc1,106.1,3.2,10.4,-0.8,11.6,-5.3,-2.0,-0.2,-7.5,-0.5,-0.4
COc1ccc(CSCC(=O)N/N=C/c2ccc(OCC(=O)N3CCCCC3)cc2)cc1,117.7,2.1,-25.8,2.4,-0.7,-6.8,0.2,0.7,17.7,-8.8,1.4
CCOc1ccc(N(C(=O)C2CCCO2)C2C=CS(=O)(=O)C2)cc1 (centres undefined),105.1,3.4,28.3,-3.9,11.8,-4.5,-2.3,-2.3,-19.9,814.4*,-1.4
COc1ccc(CNC(=O)CC2C(=O)NCCN2C2Cc3ccccc3C2)cc1 (centres undefined),106.8,5.1,-7.4,8.5,-3.9,2.8,1.2,1.6,-23.9,-3.0,-1.2
OCCn1c(-c2ccccc2)csc1=Nc1ccccc1,99.8,4.3,8.9,9.0,-5.6,0.8,1.1,-1.0,11.7,-4.7,5.1
COc1ccc(NC(=O)Nc2ccc3oc(C)nc3c2)cc1,88.0,1.8,3.9,-12.6,13.9,-11.8,-2.8,-0.6,-20.9,-13.1,7.0
O=C(Nc1c2c(nn1-c1ccccc1)CS(=O)(=O)C2)c1ccco1,102.0,-0.8,-6.6,-6.9,9.8,-2.0,-1.9,1.8,14.7,3.5,1.4
Cc1ccc(C(=O)Nc2ccc3nc(C)sc3c2)s1,106.5,2.9,-8.1,-5.8,14.6,-9.3,-2.5,2.1,13.8,18.3,4.6
CC(C)(C)C(=O)Nc1ccccc1C(=O)NCCC(=O)Nc1ccccc1,104.3,4.7,-3.0,-12.7,-0.8,8.3,0.1,-1.5,5.8,21.0,4.8
Cc1ccc2c(nc3s/c(=C/c4cccs4)c(=O)n32)c1C,99.9,·,-3.2,-4.0,20.0,4.2,-3.6,·,-3.4,·,3.2
C=CCn1c(SCC(=O)Nc2ccc3c(c2)OCCO3)nc2cc(C(=O)O)ccc2c1=O,103.3,-1.1,0.0,4.4,15.5,2.4,-3.9,-2.8,-0.2,-8.6,-0.1
CC(=O)c1ccc(N2C(=O)CC(N3CCN(S(=O)(=O)c4cc(C)ccc4C)CC3)C2=O)cc1 (centres undefined),89.4,0.0,-5.9,5.9,20.0,-0.7,-3.9,-0.4,-0.5,19.5,3.2
Cc1sc(NC(=O)c2ccco2)c(C(c2ccncc2)N2CCOCC2)c1C (centres undefined),97.5,2.1,-11.4,0.1,11.5,2.1,-2.1,1.1,-4.7,205.1,0.5
CN(C)c1ccc(P(=O)(OCc2ccccc2)C(O)c2cccnc2)cc1 (centres undefined),105.5,2.6,-4.5,10.6,5.2,18.5,-1.0,0.6,26.2,17.5,4.2
C=CCOC(=O)C1=C(C)Nc2ncnn2C1c1cccs1 (centres undefined),101.7,-0.4,25.5,10.7,-5.4,-4.0,1.0,-0.3,6.1,2.1,2.0
COC(=O)c1sc(NC(=O)c2ccoc2C)nc1C,·,·,-4.8,5.3,3.1,-0.5,-0.5,·,·,·,2.0
COc1ccc(CNC(=O)c2csc(Cc3ccc(OC)cc3)n2)cc1,103.1,4.3,2.6,-4.5,9.3,-3.6,-2.1,1.0,6.7,12.0,3.3
COc1ccc(OCC(O)Cn2c(Br)nc3c2c(=O)[nH]c(=O)n3C)cc1 (centres undefined),101.4,1.2,-0.4,-9.3,14.8,-4.8,-2.7,3.6,16.0,-9.4,3.8
COc1ccc(S(=O)(=O)Nc2ccc(S(=O)(=O)NCC3CCCO3)cc2)cc1 (centres undefined),·,0.3,4.8,-0.8,4.5,8.8,-0.6,-0.4,-17.0,-6.0,-0.3
CC(=O)Nc1ccc(NC(=O)c2ccc(NS(=O)(=O)c3cc(C(C)(C)C)ccc3C)cc2)cc1,87.1,1.5,9.7,-8.3,-13.7,0.7,2.2,-0.6,-1.1,-17.7,2.4
COc1ccc(NC(=O)C(NC(=O)CNC(C)=O)c2ccc(C)cc2)cc1 (centres undefined),101.2,-1.5,10.2,0.6,16.9,-11.9,-2.7,-1.6,-4.2,-9.8,-1.4
CC(OC(=O)COc1ccc(C#N)cc1)C(=O)c1ccccc1 (centres undefined),103.5,1.6,1.5,-2.1,19.4,0.5,-5.2,-0.3,-8.4,-1.7,1.3
COC(=O)c1cc(NS(=O)(=O)c2cccs2)cc(NS(=O)(=O)c2cccs2)c1,102.3,·,-6.7,4.8,12.7,0.2,-2.0,·,·,·,4.0
CC(/C=N/Nc1ccc2nncn2n1)=C\c1ccccc1,113.8,0.1,12.9,-2.4,-18.1,3.1,3.4,-0.4,0.6,1.0,0.1
CCc1noc(C)c1C(=O)N(CCCOC)c1c(N)n(Cc2ccccc2)c(=O)[nH]c1=O,110.0,1.9,-11.2,5.5,-6.8,-6.0,1.0,1.2,2.4,-3.3,3.3
COc1ccc(NC(=O)C2CC(=O)N(c3cccc(C)c3C)C2)cc1 (centres undefined),·,2.0,10.5,-4.6,4.0,-1.4,-0.7,0.9,·,-5.6,2.1
CC(=O)Nc1ccc(C(=O)CSc2nnc(-c3ccccc3F)n2CCc2ccccc2)cc1,96.8,·,5.7,12.8,3.9,4.8,-0.7,·,-32.4,·,0.7
O=C(O)C1CCCN1c1nc(-c2ccc(Cl)c(Cl)c2)cc(C(F)(F)F)n1 (centres undefined),107.5,1.9,0.4,5.5,7.2,0.8,-1.8,-4.0,2.1,20.0,0.2
COc1ccc(Cn2nnc(C(=O)Nc3ccc4c(c3)OCCO4)c2N)cc1Br,100.1,4.9,3.8,0.3,-1.4,-6.7,0.3,-1.4,2.7,-17.8,2.2
CCN1C(=O)[C@@H]2[C@@H](c3ccc(-c4ccc(F)cc4)c(OC)c3)N3CCCC[C@@]3(C(=O)OC)[C@@H]2C1=O,·,-2.8,-5.8,10.8,11.4,8.0,-2.0,-0.9,-14.8,3.2,-2.4
[O-][n+]1cccc(C(O)c2ccccc2)c1 (centres undefined),94.9,3.0,7.1,-6.3,9.4,-8.9,-1.9,-2.5,-7.3,-18.7,1.4

# A few values from above:
# Reading for `C=CCOC(=O)C1=C(C)Nc2ncnn2C1c1cccs1` (centres undefined) under SUMO Mot1 rescue: 2.1
# Reading for `COc1ccc(CNC(=O)c2csc(Cc3ccc(OC)cc3)n2)cc1` under phage Ecoli inh: 3.3
# Reading for `CC(=O)Nc1ccc(NC(=O)c2ccc(NS(=O)(=O)c3cc(C(C)(C)C)ccc3C)cc2)cc1` under DSG3 Ab inh: 87.1
